# Compound activity deposited in PubChem BioAssay by National Center for Advancing Translational Sciences (NCATS).
# Vif-A3F inh = blocks the Vif interaction with APOBEC3F | HeLa A3F-eYFP + Vif (tagged APOBEC3F with the HIV-1 protein that degrades it), YFP fluorescence increase | Potency, µM (series often up to 46.1 µM), inactives show at the highest dose activity, negative = active | hit rate 0.2% among 390,000 | AID 602313; further: potency means the concentration at half of the fitted maximal effect; % of control where 0% means no effect; nearly all actives have a fitted effect of over 65% in size
#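 HeLa cells stably expressing Vif plus C-terminally eYFP-tagged A3F were seeded, incubated overnight at 37 deg C, dosed with compound, incubated overnight again at 37 deg C. Yellow fluorescence (Ex 488/Em 500-530) reported blocked Vif-mediated A3F-eYFP degradation.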
# Vif-A3G inh = Vif-A3G binding inhibition | Q9HC16 | hit rate 0.076% among 410,000 | AID 602310 | HeLa A3G-eYFP + Vif (tagged APOBEC3G with the HIV-1 protein that degrades it), YFP fluorescence, overnight | Potency, µM (top dose mostly 46.1 µM), without a hit: at the top dose activity, negative = active, actives largely listed as inhibitors;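 further: potency means the concentration at half of the fitted maximal effect; on the % scale 0 is the no-effect control and ±100 the full control effect; nearly all actives have a fitted effect of over 60% in size; hits raise eYFP signal because A3G escapes Vif-driven loss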
#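 HeLa cells stably expressing Vif and C-terminally eYFP-tagged A3G, seeded overnight at 37 deg C, then exposed to compound by pintool overnight at 37 deg C. Rise in yellow fluorescence (Ex 488/Em 500-530, Acumen) marks blocked Vif-driven A3G degradation.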
# LDHA inh = inhibitors of human lactate dehydrogenase A; AID 1347041; activity change, % (values are at about 110 or 230 µM); purified LDHA, NADH/diaphorase-resazurin fluorescence; hits give low values; hit rate 0.15% among 480,000; P00338; in the data active means activity change below about -30%; inconclusive means mostly about -25% to -30%;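 further: plate controls were DMSO wells for no effect and wells without enzyme for full effect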
#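 Resorufin fluorescence (ex540/em590), read at 0 and 20 min after diaphorase/resazurin addition, reports the NADH left after a 5 min room-temperature reaction of 2 nM human LDH5 with 0.06 mM NADH and 0.2 mM pyruvate.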
# PI4K2A inh = inhibitors of human PI4K2A. activity change, negative = inhibition, % at 76.9 µM. AID 1346378. hit rate 0.13% among 420,000. Q9BTU6. purified PI4K2A, ADP-Glo luminescence, 1 h; hits give low values; in the data active means activity change below about -50%; inconclusive means mostly about -30% to -49%;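 further: -100% = wells without enzyme as full effect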
#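 In this quantitative HTS, ADP production by PI4K2A was quantified luminescently after 1 h at ambient temperature; 100 microM adenosine served as plate-quality control.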
# USP1 inh = blocks the human USP1/UAF1 deubiquitinase complex; recombinant USP1/UAF1, Ub-Rhodamine cleavage fluorescence; Potency, µM (titrated, usually from 57.1 µM), for inactives: at the top dose activity change, negative = inhibition, usual class: inhibitors; hit rate 0.23% among 390,000; further: potency means the concentration at half of the fitted maximal effect; on the % scale 0 is the no-effect control and ±100 the full control effect; nearly all actives have a fitted effect of over 60% in size; inactives centre near -12
#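 Step one: compound is pinned into 1nM USP1/UAF1 in HEPES pH 7.8 buffer with TCEP. Step two: 15 min room-temperature incubation. Step three: Ub-Rho (150nM final) starts cleavage, tracked by fluorescence over six one-minute reads.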
# RXFP1 agonist = agonists of human relaxin receptor RXFP1. Q9HBX9. HEK293T-RXFP1 cAMP TR-FRET, 30 min; response scale: percent of porcine relaxin response, buffer zero. Potency, µM (highest dose often 57.5 µM), inactives show at the highest dose activation, actives largely listed as activators. hit rate 0.3% among 370,000. AID 2676; further: potency means the concentration at half of the fitted maximal effect; on the % scale 0 is the no-effect control and ±100 the full control effect; nearly all actives have a fitted effect of over 60% in size; many of its hits are not listed in these tables
# Target sequence (Q9HBX9 whole entry, looked up): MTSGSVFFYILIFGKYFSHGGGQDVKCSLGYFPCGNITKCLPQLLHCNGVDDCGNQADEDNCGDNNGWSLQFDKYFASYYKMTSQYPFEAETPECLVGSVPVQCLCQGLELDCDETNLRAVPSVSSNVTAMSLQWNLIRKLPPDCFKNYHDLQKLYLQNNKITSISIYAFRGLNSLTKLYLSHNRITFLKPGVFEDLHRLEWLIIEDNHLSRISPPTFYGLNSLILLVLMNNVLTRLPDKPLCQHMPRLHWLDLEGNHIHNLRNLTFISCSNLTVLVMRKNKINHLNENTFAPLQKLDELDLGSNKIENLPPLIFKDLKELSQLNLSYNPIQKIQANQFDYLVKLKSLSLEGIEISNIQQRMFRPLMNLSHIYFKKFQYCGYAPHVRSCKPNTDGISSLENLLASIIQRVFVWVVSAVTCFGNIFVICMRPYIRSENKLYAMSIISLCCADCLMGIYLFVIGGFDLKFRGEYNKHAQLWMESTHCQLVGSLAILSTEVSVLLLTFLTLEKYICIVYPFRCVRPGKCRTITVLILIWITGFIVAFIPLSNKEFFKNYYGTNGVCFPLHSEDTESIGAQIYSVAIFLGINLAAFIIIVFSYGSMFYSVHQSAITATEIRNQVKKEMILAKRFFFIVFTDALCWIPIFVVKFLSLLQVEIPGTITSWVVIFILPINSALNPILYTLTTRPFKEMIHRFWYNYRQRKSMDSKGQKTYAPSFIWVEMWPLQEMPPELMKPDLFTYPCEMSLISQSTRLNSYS
#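 HEK293T cells stably expressing RXFP1 were pretreated with the PDE4 inhibitor Ro 20174, exposed to compounds for 30 min at 37C, lysed, and cAMP was read by TR-FRET. Data normalized to buffer (basal) and 29 nM porcine relaxin (100%).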
# TrxR1 substrate = is turned over as a substrate by rat TrxR1. hit rate 0.01% among 390,000. Potency, µM (doses to about 114 µM), for the others: top-dose activity change, negative = substrate turnover. purified TrxR1 substrate turnover, NADPH consumption readout. AID 588456; further: potency means the concentration at half of the fitted maximal effect; on the % scale 0 is the no-effect control and ±100 the full control effect; nearly all actives have a fitted effect of over 50% in size
#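 Rat TrxR1, dispensed at 90 nM, was prereduced with 400 uM NADPH (final) for 5 min at ~22 deg C, then incubated with compound 15 min before 400 uM selenite. A first-read NADPH fluorescence drop versus no-compound background flagged substrates.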
# Glioma ERSR ind = inducers of ER stress response in human glioma cells; hit rate 0.02% among 420,000; U87-MG GRP78 promoter luciferase reporter, 16 h; Potency, µM, inactives show at the highest dose activation, most hits filed as activators; further: potency means the concentration at half of the fitted maximal effect; series mostly up to about 76 µM; % of control where 0% means no effect; nearly all actives have a fitted effect of over 35% in size
#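 ERSR induction read as luciferase luminescence (Bright-Glo, 10 min at room temperature) in stably transfected human U87-MG glioma cells exposed to compounds for 16 h, using GRP78 as sensor.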
# mIDH1 inhibitor = inhibitors of human mutant IDH1 R132H; IDH1-R132H enzyme, NADPH consumption, diaphorase/resazurin fluorescence; hit rate 0.093% among 390,000; Potency, µM (top dose mostly 76.6 µM), for inactives: at the highest dose activity change, negative = inhibition, usual class: inhibitors; O75874; further: potency means the concentration at half of the fitted maximal effect; on the % scale 0 is the no-effect control and ±100 the full control effect; nearly all actives have a fitted effect of over 65% in size
#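 IDH1-R132H (0.5 ug/mL dispensed) in pH 7.5 Tris buffer was preincubated 30 min with compound, then given a substrate mix of 0.016 mM NADPH and 2 mM alpha-KG for 80 min at room temperature; remaining NADPH was read by diaphorase/resazurin fluorescence.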
# An asterisk follows results filed as active; ? = inconclusive; / = no result given; & = joins results of further samples; [ ] = remark or other dose. Unless noted, the call rests on the fitted dose curve; in most records, active means well fitted curve in the direction sought with a large enough effect; inconclusive means small, poorly fitted or top-dose-only effect, or another doubt; inactive means no such curve, though single readings can be large; an effect the other way counts as inactive or inconclusive. An excerpt; count on the stated rates, not on these rows.
SMILES,Vif-A3F inh,Vif-A3G inh,LDHA inh,PI4K2A inh,USP1 inh,RXFP1 agonist,TrxR1 substrate,Glioma ERSR ind,mIDH1 inhibitor
Cc1ccc(S(=O)(=O)NCc2ccc(C(=O)NC3CCC(C)CC3)cc2)cc1 (stereo not drawn),3%,-2%,-3,-4,-28%,-0.5%,3%,-1%,-6%
Cc1nc(SCC(=O)NCC2CCCO2)c2c3c(sc2n1)CCC3 (stereo not drawn),-2%,0%,-3,-5,-8%,?,6%,3%,2%
CC(C)C(C(=O)NCC1CCCO1)N(Cc1ccco1)C(=O)CNS(=O)(=O)c1ccccc1 (stereo not drawn),-3%,-27%,-8,-5,-8%,1.6%,13%,0%,0%
COc1ccc(/C=N/N2C(=N)SCC2=O)cc1,0%,-9%,-1,3,-20%,8.2%,0%,3%,6%
O=C(O/N=C/c1ccc2c(c1)OCO2)c1ccc([N+](=O)[O-])cc1,-1%,3%,-11,-2,-19%,-4.0%,5%[57.1 µM],-5%,10%
CCN(CC)CCCN1C(=O)CSC1c1ccc2c(c1)OCO2 (stereo not drawn),-11%,-3%,1,6,-17%,1.3%,11%[57.1 µM],0%,0%
CCN(CC)CC#CCC1(O)c2ccccc2-c2ccccc21,-2%,1%,-7,0,?,0.2%,13%,-2%,0%
C=CCOc1cccc(C(=O)Nc2ncn[nH]2)c1,-3%,-3%,-3,-3,-16%,2.7%,8%,3%,0%
COc1ccc(C2CC(=O)c3cc(-c4nc(-c5ccc(Cl)cc5)cs4)c(=O)[nH]c3C2)cc1 (stereo not drawn),-7%,-3%,2,-1,-17%,5.3%,2%,-5%,9%
O=C(Nc1ccccc1)N1CCN(c2ccccc2)CC1,-2%,1%,-3,-2,-9%,/,-14%,0%,0%
Cc1ccc(-c2csc(/C(C#N)=C(\O)CCl)n2)cc1,-11%,2%,0,-6,-5%,0.2%,-13%[57.1 µM],?,7%
COc1ccc(NC(=O)CCN2CC(C)OC(C)C2)c(OC)c1 (stereo not drawn),-15%,-1%,5,-2,-25%,-0.2%,12%,-3%,6%
CC(=O)Nc1ccc(NC(=S)NC(=O)c2ccc([N+](=O)[O-])cc2)cc1,5%,0%,3,4,-12%,6.0%,3%,-1%,1%
Cc1ccc(-c2csc(N)n2)s1,-6%,-6%,4,7,-16%,0.6%,2%,3%,-1%
O=C(Nc1ccc(S(=O)(=O)NC2CCCCC2)cc1)c1ccc(Br)o1,-7%,3%,5,4,4%,1.6%,1%,-2%,2%
CCNC(=S)NNC(=O)C1CCCCC1,-6%,3%,2,2,-8%,0.1%,-2%,1%,10%
CCCCC(=O)Nc1ccc(NC(=O)C2CC2)cn1,3%,2%,-2,3,-21%,0.2%,16%[57.1 µM],0%,-1%
CC(=O)c1cc(-c2ccc(F)cc2)n(CCC(=O)NC(C)(C)C)c1C,2%,-6%,-1,1,-7%,0.0%,2%,-2%,6%
CCCn1c(C(C)Nc2nc(-c3ccc(C)cc3)cs2)nc2cc(Cl)c(N3CCCCC3)cc21 (stereo not drawn),-9%,-4%,-10,-6,-7%,-1.0%,-3%,-3%,13%
Cc1cc(CN2CCC(N3CCC(C(=O)NC4CC4)CC3)CC2)cc(C)c1O,1%,1%,2,5,-14%,-0.8%,-6%,-2%,4%
COc1ccc(/C=C/C(=O)Nc2ccc(OC)nc2)cc1,8%,1%,1,0,-19%,-1.9%,-6%,3%,5%
Cc1nc(-c2ccccc2)sc1-c1ccc(SCC(=O)NCc2ccccc2Cl)nn1,-11%,-4%,-6,-1,?,5.6%,12%,2%,-5%
CC(C)C1CCN(C(=O)C2CCC(=O)N(CCc3ccc(Cl)cc3)C2)CC1 (stereo not drawn),4%,-1%,-3,3,-18%,-1.9%,-1%,1%,1%
O=C(C[n+]1ccc2ccccc2c1)c1ccccc1,-8%,-1%,9,-8,-4%,2.0%,0%,13%,-1%
Cc1nc2nc(NCc3cccc(Cl)c3)[nH]n2c(=O)c1Cc1ccccc1,-5%,-12%,-5,1,4%,0.1%,-3%,-3%,2%
Cc1nc(NC(=O)/C=C/c2ccccc2)sc1C(=O)Nc1cccc(Cl)c1,3%,-10%,-2,3,-2%,8.2%,19%,-5%,-7%
COc1cccc(C(=O)Nc2ccccc2N2CCOCC2)c1,5%,2%,0,0,-17%,1.8%,2%,-6%,1%
COc1ccc2c(c1)C(=O)CCC2c1ccccc1 (stereo not drawn),-1%,-16%,0,-2,-14%,-0.8%,13%,1%,6%
COc1ccc(CN(CC2CCCO2)S(=O)(=O)c2ccc(-n3cnnn3)c(OC)c2)cc1 (stereo not drawn),1%,-2%,-9,3,-11%,-1.6%,9%[57.1 µM],-6%,16%
COc1ccc(C(=O)N2CCN(C3CCCCC3)CC2)c(OC)c1,6%,-2%,0,4,-16%,1.7%,11%,-4%,-1%
CCCCCCC(=O)N/N=C1\CCCc2ccccc21,4%,2%,-3,1,-26%,0.6%,-3%[57.1 µM],-3%,3%
CS(=O)(=O)c1ccc(C(=O)NCCN2C(=O)S/C(=C\c3cccnc3)C2=O)cc1[N+](=O)[O-],-1%,?,1,-21,-29%,14%,-4%,-13%,-6%
CCC1=CC(c2ccccc2)n2ncnc2N1 (stereo not drawn),9%,5%,-6,-1,-10%,/,53%[activator][57.1 µM],-6%,-14%
Cc1cccc(NC(=O)COC(=O)Cc2cccc(C(F)(F)F)c2)c1C,1%,2%,-5,1,-5%,1.2%,-6%,6%,-7%
COc1ccccc1CCNC(=O)c1ccc(NC(=O)CC2SC(N3CCCCC3)=NC2=O)cc1 (stereo not drawn),4%,0%,2&-4,-2,-17%,0.7%,3%,-2%,-3%
CCS(=O)(=O)Nc1ccc(-c2nnc(SCC(=O)c3cccc(OC)c3)o2)cc1,7%,-1%,0,3,-11%,?,-1%[57.1 µM],-5%,-1%
Cc1nc(N2CCN(S(=O)(=O)c3ccccc3C#N)CC2)c2c(-c3ccccc3)csc2n1,0%,-1%,-5,2,-22%,2.2%,-6%,-3%,-11%
COc1ccccc1NC(=O)N1CCC(C(=O)c2ccc(F)cc2)CC1,1%,-5%,-5,0,-10%,-0.1%,0%,-3%,-7%
COc1cccc(N(CC(=O)NCCSc2ccc(Cl)cc2)S(C)(=O)=O)c1,7%,1%,-15,-1,-5%,0.7%,10%,-4%,-2%

# A few values from the results shown:
# CCS(=O)(=O)Nc1ccc(-c2nnc(SCC(=O)c3cccc(OC)c3)o2)cc1 in USP1 inh reads -11%
# COc1ccc(C(=O)N2CCN(C3CCCCC3)CC2)c(OC)c1 in Vif-A3G inh reads -2%

# Molecules from the list above that contain two or more sulfur atoms (7):
SMILES,Vif-A3F inh,Vif-A3G inh,LDHA inh,PI4K2A inh,USP1 inh,RXFP1 agonist,TrxR1 substrate,Glioma ERSR ind,mIDH1 inhibitor
Cc1nc(SCC(=O)NCC2CCCO2)c2c3c(sc2n1)CCC3 (stereo not drawn),-2%,0%,-3,-5,-8%,?,6%,3%,2%
Cc1ccc(-c2csc(N)n2)s1,-6%,-6%,4,7,-16%,0.6%,2%,3%,-1%
Cc1nc(-c2ccccc2)sc1-c1ccc(SCC(=O)NCc2ccccc2Cl)nn1,-11%,-4%,-6,-1,?,5.6%,12%,2%,-5%
CS(=O)(=O)c1ccc(C(=O)NCCN2C(=O)S/C(=C\c3cccnc3)C2=O)cc1[N+](=O)[O-],-1%,?,1,-21,-29%,14%,-4%,-13%,-6%
CCS(=O)(=O)Nc1ccc(-c2nnc(SCC(=O)c3cccc(OC)c3)o2)cc1,7%,-1%,0,3,-11%,?,-1%[57.1 µM],-5%,-1%
Cc1nc(N2CCN(S(=O)(=O)c3ccccc3C#N)CC2)c2c(-c3ccccc3)csc2n1,0%,-1%,-5,2,-22%,2.2%,-6%,-3%,-11%
COc1cccc(N(CC(=O)NCCSc2ccc(Cl)cc2)S(C)(=O)=O)c1,7%,1%,-15,-1,-5%,0.7%,10%,-4%,-2%
